Bioassay records from PubChem.
Cneo AK release – causes C. neoformans cell lysis | adenylate kinase release luminescence, 4 h; normalised: neutral wells 0, clomiphene wells 100 | lysis activity, % at 15 µM | 360,000 tested, 0.2% active;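 active = mean lysis activity across replicates of at least 80%, whatever share of replicates individually reach that level; inactive = mean lysis activity below 80%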
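Material: C. neoformans cells | Amount: Yeast cell density of 5 × 10^6 cells/mL | Medium: Fresh YPD growth medium | Dosing: Single dose | Times: Static 4 h at 37 °C with compound, 1 h detection | Detection: AK luminescence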
C2C12 statin – suppression of simvastatin myotoxicity. rescue of ATP level, % at 7.49 µM. C2C12 myotubes + simvastatin, ATP luminescence, 48 h; scaled: DMSO 0, geranylgeraniol control 100. 330,000 tested, 0.78% active. AID 602340;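 active = mean ATP rescue above about 67%, or every replicate alone reaching that limit, limit read from the data, passing the limit was not always enough; inconclusive = no clear call, values can overlap the other calls; inactive = mean under the limit and some replicate under it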;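 note: myotubes were challenged with 10 µM simvastatin during compound exposure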
esBAF inh – inhibitors of esBAF chromatin remodeling in mouse ES cells; Bmi1-luciferase knock-in reporter, 24 h; 100% = twice the neutral-well signal; reporter increase, % at 12.5 µM; 350,000 tested, 2% active; AID 602393; in the data active = activation above about 40%; inconclusive = no clear call, values can overlap the other calls;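 note: 0% = median of the plate's neutral control wells and 100% = double that signal; a rise in the Bmi1 reporter signal indicates esBAF inhibition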
miR-122 sensor – blocks miR-122 activity in Huh7 sensor cells. Huh7 miR-122 Renilla luciferase sensor, 48 h; neutral wells = 0, positive control = 100. activation (reporter increase), % at 12.5 µM. 340,000 tested, 0.3% active;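 active = mean replicate activation score at least 90 and every replicate individually at or above 90; inconclusive = only one of the two criteria met; inactive = neither criterion met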;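 note: higher luciferase means less miR-122 activity so hits act as miR-122 inhibitors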
ERp5 block – blocks human ERp5 reductase activity on insulin; ERp5 insulin aggregation, absorbance 650 nm, 90 min; inhibition, % at 9.99 µM; 350,000 tested, 0.05% active;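 active = mean replicate inhibition above about 25%, with every replicate also reaching it, limit read from the data, passing the limit was not always enough; inconclusive = only one of those two criteria met; inactive = neither criterion met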
Target sequence (Q15084 whole entry, looked up): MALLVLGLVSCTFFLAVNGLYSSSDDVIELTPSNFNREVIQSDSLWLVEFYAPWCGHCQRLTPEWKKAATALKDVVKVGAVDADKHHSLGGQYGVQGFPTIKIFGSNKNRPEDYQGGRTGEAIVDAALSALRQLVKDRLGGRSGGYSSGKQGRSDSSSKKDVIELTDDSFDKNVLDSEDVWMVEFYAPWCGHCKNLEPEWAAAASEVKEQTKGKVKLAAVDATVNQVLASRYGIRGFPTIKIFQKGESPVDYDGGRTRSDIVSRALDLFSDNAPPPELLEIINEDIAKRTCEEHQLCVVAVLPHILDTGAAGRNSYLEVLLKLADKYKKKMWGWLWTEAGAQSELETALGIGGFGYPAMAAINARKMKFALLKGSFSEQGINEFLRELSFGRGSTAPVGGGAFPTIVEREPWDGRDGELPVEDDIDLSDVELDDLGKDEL
ARNT TACC3 PPI – disruptors of human ARNT/TACC3 interaction; Q9Y6A5; AlphaScreen His-ARNT PAS-B/GST-TACC3 binding, luminescence; TACC3 fragment carries E629A point mutation; inhibition, % at 9.99 µM; 390,000 tested, 0.66% active; AID 623870;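 active = mean inhibition of replicates at least 50% and at least half of replicates each reaching 50%; inconclusive = half or more replicates reach 50% but mean below 50%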;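 note: 0% = complete ARNT plus TACC3 wells and 100% = ARNT alone without TACC3; many hits fall short of the cut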
SIRT5 inh – blocks human SIRT5 desuccinylation of peptide; Purified SirT5, succinyl-peptide AMC, trypsin-coupled fluorescence; inhibition, % at 15 µM; 330,000 tested, 1.1% active; AID 652115; in the data active = inhibition above about 15%; inconclusive = no clear call, values can overlap the other calls
Target sequence (Q9NXA8 whole entry, looked up): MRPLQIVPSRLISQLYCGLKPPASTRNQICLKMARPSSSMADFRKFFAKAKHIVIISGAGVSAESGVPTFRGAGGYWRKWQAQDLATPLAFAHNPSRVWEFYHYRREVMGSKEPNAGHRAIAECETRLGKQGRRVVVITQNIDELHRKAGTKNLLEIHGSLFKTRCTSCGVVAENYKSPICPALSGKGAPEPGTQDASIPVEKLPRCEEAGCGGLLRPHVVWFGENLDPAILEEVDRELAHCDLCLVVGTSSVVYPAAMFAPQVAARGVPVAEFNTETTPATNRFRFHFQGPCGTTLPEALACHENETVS
* hit, by the source's call; ? = inconclusive; . = no result given; & = joins results of further samples; [ ] = another dose, or the depositor's remark.

nr	SMILES	ARNT TACC3 PPI	miR-122 sensor	esBAF inh	Cneo AK release
1	Cc1cccc(NS(=O)(=O)c2ccc(C(=O)NCC(c3ccccc3)N(C)C)cc2)c1C (stereo not drawn)	7	-7	8	-1
2	Cc1cc(C)c(SSc2nnnn2-c2ccccc2)c(C)c1	.	-9	-3	-17
3	O=C(NCC(O)c1ccc([N+](=O)[O-])cc1)C1CCCCC1 (stereo not drawn)	0	-1	.	.
4	CCOc1cc(C2C(C#N)=C(N)OC3=C2C(=O)CC(C)(C)C3)cc([N+](=O)[O-])c1O (stereo not drawn)	-5	-4	.	.
5	C[C@H]1CN([C@@H](C)CO)C(=O)c2cc(NC(=O)Nc3ccc4c(c3)OCO4)ccc2O[C@@H]1CN(C)C(=O)NC1CCCCC1	-7	1[16.7 µM]	6	-1
6	Cc1ccc(S(=O)(=O)c2cc3cc(Br)ccc3oc2=O)cc1	-26	-1	-4	21
7	CN1C(=O)N2CN(C3CCCCC3)CN3C(=O)N(C)C1C23 (stereo not drawn)	0	-1	-2	0
8	O=C(C1CCCN1S(=O)(=O)c1ccc(Cl)c(Cl)c1)N1CCCCC1 (stereo not drawn)	-6	16	3	0
9	Cc1ccc(C(=O)/C=C/c2ccccc2[N+](=O)[O-])cc1	-8	1	.	.
10	CC(C)c1cn(CC[C@@H]2CC[C@@H](NC(=O)Nc3cc(Cl)cc(Cl)c3)[C@H](CO)O2)nn1	-11	-9[16.7 µM]	-9	-1

nr	ERp5 block	C2C12 statin	SIRT5 inh
1	5	-8	-1
2	-11	6	0
3	3	.	-3
4	2	.	4
5	-4	2	16*
6	.	-32	.
7	3	19	-1
8	.	-14	.
9	-1	.	2
10	-8	-24	-6

More records follow.
nr	SMILES	ARNT TACC3 PPI	miR-122 sensor	esBAF inh	Cneo AK release
11	CCN1CCN(C(c2cc(OC)ccc2OC)c2nnnn2Cc2ccccc2)CC1 (stereo not drawn)	-5	-3	0	0
12	CCN(Cc1cc2cccc(C)c2[nH]c1=O)C(=O)c1ccccc1OC	-5	4	-1	0
13	CC(NC(=O)C1CCN(c2nnc(N3CCCC3=O)s2)CC1)c1ccccc1 (stereo not drawn)	-6	-1	-7	0
14	CC(=O)n1cc([C@@H]2C=C(C(=O)N3CCN(Cc4ccccc4)CC3)O[C@H](OCc3ccc(CO)cc3)C2)c2ccccc21	.	8	3	0&-13
15	CC(C)c1nnc(SCC(=O)NC2CCCC2)n1C	0	-3	-12	-1
16	CCC(=O)N(c1nnc(SCC(=O)c2ccc[nH]2)s1)C1CC1	3	.	.	.
17	COc1ccc(NC(=O)N(C)C[C@@H]2Oc3ccc(NS(=O)(=O)c4cccs4)cc3C(=O)N([C@@H](C)CO)C[C@@H]2C)cc1	-3	1[16.7 µM]	-4	8
18	CCCCn1nnnc1NCc1cc(Cl)c(OC)c(OC)c1	-1	.	.	.
19	COc1ccc(C[C@@H]2CCn3cc(nn3)COC[C@@H](C(C)C)NC2=O)cc1	.	.	.	2
20	Cc1ccccc1S(=O)(=O)Cc1ccc(C(=O)O)o1	1	-8	-2	7

nr	ERp5 block	C2C12 statin	SIRT5 inh
11	.	-20	.
12	.	-2	.
13	-15	1	-3
14	6&5	86*	4&9
15	4	8	2
16	3	.	-3
17	2	42	-1
18	4	.	1
19	1	.	5
20	-2	3	0

The results go on:
nr	SMILES	ARNT TACC3 PPI	miR-122 sensor	esBAF inh	Cneo AK release
21	Cc1c(N(C)S(=O)(=O)c2cccc(C(=O)NCc3cccnc3)c2)c(=O)n(-c2ccccc2)n1C	.	6	-1	0
22	Cc1cccc(NC(=S)NCCc2ccc3c(c2)OCCO3)c1C	5	4	-3	2
23	COC(=O)c1cn(C(=O)c2ccc(C)cc2)c2ccccc12	0	2	-2	.
24	COCCNCC(=O)C12CC3CC(CC(C3)C1)C2	0	.	-5	-1
25	O=S1(=O)C=CC(Nc2ccccc2)C1 (stereo not drawn)	-1	38	-14	0
26	CC(C)Nc1nc(N)c(C(=O)C23CC4CC(CC(C4)C2)C3)s1	0	5	8	8
27	CC(=O)N(CN1C(=O)CCC1=O)c1cccc(Cl)c1	-17	-6	1	-5
28	c1ccc(-c2nc(NCc3cccs3)c3ccccc3n2)cc1	-1	.	-8	-3
29	COc1cccc(N2CC(C(=O)Nc3ccc(F)cc3)CC2=O)c1 (stereo not drawn)	.	.	-11	-2
30	CN1C(=O)c2cc(NC(=O)c3ccc(C(F)(F)F)cc3)ccc2OC[C@H]2O[C@@H](CC(=O)NC3Cc4ccccc4C3)CC[C@H]21	-4	-27[16.7 µM]	-11	-2

nr	ERp5 block	C2C12 statin	SIRT5 inh
21	4	2	-6
22	0	3	-6
23	6	0	.
24	5	-19	23*
25	.	.	.
26	3	-14	1
27	0	7	-3
28	1	-15	-2
29	2	-4	0
30	1	-128	9

Additional entries.
nr	SMILES	ARNT TACC3 PPI	miR-122 sensor	esBAF inh	Cneo AK release
31	O=C1N=C(N2CCCCC2)S/C1=C\c1ccc(Br)cc1	2	-16	31	-1
32	Cc1ccccc1Nc1nc2ccccc2n1C(C)C	2	.	.	.
33	COc1ccc(CNS(=O)(=O)NCc2ccc(OC)c(OC)c2)cc1	.	-7	-12	2
34	Nc1nc2ccc(NC(=O)c3ccco3)cc2s1	.	1	20	-1
35	COc1ccc(-n2nc3c(c2NC(=O)COc2ccccc2F)CS(=O)(=O)C3)cc1	-1	.	-4	1
36	COc1cccc2cc(C(=O)NCc3ccccc3Cl)c(=O)oc12	-3	-5	?	-2
37	CC(C)c1cn(CC[C@H]2CC[C@H](NS(=O)(=O)c3ccc(Cl)cc3)[C@H](CO)O2)nn1	.	.	4	1
38	O=c1[nH]c(=S)[nH]cc1Oc1ccc(Cl)cc1Cl	-8	.	-6	2
39	O=C(C[C@@H]1C/C=C\CC[C@@H](Cc2ccc(F)cc2)C(=O)OC[C@@H]2CCCN2C1=O)N[C@H](CO)Cc1ccccc1	36	0	4	0
40	CC(=O)N1CCOc2ccc(S(=O)(=O)N3CCC(C(=O)Nc4ccccc4F)CC3)cc21	0	-7	-4	-2

nr	ERp5 block	C2C12 statin	SIRT5 inh
31	-7	-3	-2
32	2	.	0
33	3	1	-6
34	3	-9	3
35	3	1	0
36	5	-6	-8
37	-2	7	-5
38	1	7	-1
39	0	9	7
40	3	17	0

Full records, quoted from the list:
CC(C)c1nnc(SCC(=O)NC2CCCC2)n1C is listed as ARNT TACC3 PPI: 0; miR-122 sensor: -3; esBAF inh: -12; Cneo AK release: -1; ERp5 block: 4; C2C12 statin: 8; SIRT5 inh: 2
Cc1c(N(C)S(=O)(=O)c2cccc(C(=O)NCc3cccnc3)c2)c(=O)n(-c2ccccc2)n1C is listed as ARNT TACC3 PPI: .; miR-122 sensor: 6; esBAF inh: -1; Cneo AK release: 0; ERp5 block: 4; C2C12 statin: 2; SIRT5 inh: -6

(further entries)
nr	SMILES	ARNT TACC3 PPI	miR-122 sensor	esBAF inh	Cneo AK release
41	O=C(NCC1OCCCN1S(=O)(=O)c1cc(F)ccc1F)C(=O)NC1CCCCC1 (stereo not drawn)	-2	.	.	.
42	COc1cc(O)cc2c1[C@@H]1Oc3c(ccc(O)c3CC=C(C)C)[C@@H]1CO2	12	2	20	0
43	CO[C@H]1CN(C)C(=O)c2ccc(NC(C)=O)cc2OC[C@H](C)N(C(=O)c2ccncc2)C[C@H]1C	-8	4[16.7 µM]	-10	72
44	O=C(COc1ccccc1)N[C@@H]1c2ccccc2CC[C@@H]1OCc1ccccc1	-2	.	4	0
45	CC(C)(C)NC(=O)C(c1ccccc1)N(C(=O)c1ccco1)C1CC1 (stereo not drawn)	-23	1	0	-1
46	CCCCN1C(=O)C(CC(=O)NCc2ccco2)CC(C(=O)N(C)C)=C1C (stereo not drawn)	.	-2	-1	-2
47	N#C[C@H]1N[C@H](CO)[C@H]1c1ccc(C#Cc2ccccc2F)cc1	-10	.	-59	-7
48	CC1(C)CC(NS(=O)(=O)c2cccc3ccccc23)CC(C)(C)N1	-1	31	8	1
49	NNC(=O)c1ccc(COc2ccc3ccccc3c2)cc1	-3	.	.	.
50	Cc1nc2ccccc2c(=O)n1NC(=O)c1ccccc1F	0	6	-2	0

nr	ERp5 block	C2C12 statin	SIRT5 inh
41	4	.	9
42	5	15	.
43	7	14	-2
44	2	15	-1
45	.	-1	.
46	8	-5	3
47	-3	-10	3
48	-8	-11	-2
49	-2	.	-4
50	-1	5	0

Part of the list above, set out differently.
entry | Structure | ARNT TACC3 PPI | miR-122 sensor | esBAF inh | Cneo AK release | ERp5 block | C2C12 statin | SIRT5 inh
41 | O=C(NCC1OCCCN1S(=O)(=O)c1cc(F)ccc1F)C(=O)NC1CCCCC1 (stereo not drawn) | -2 | . | . | . | 4 | . | 9
42 | COc1cc(O)cc2c1[C@@H]1Oc3c(ccc(O)c3CC=C(C)C)[C@@H]1CO2 | 12 | 2 | 20 | 0 | 5 | 15 | .
43 | CO[C@H]1CN(C)C(=O)c2ccc(NC(C)=O)cc2OC[C@H](C)N(C(=O)c2ccncc2)C[C@H]1C | -8 | 4[16.7 µM] | -10 | 72 | 7 | 14 | -2
44 | O=C(COc1ccccc1)N[C@@H]1c2ccccc2CC[C@@H]1OCc1ccccc1 | -2 | . | 4 | 0 | 2 | 15 | -1

Copied from the list.
esBAF inh result of #48 stands at 8
Cneo AK release result of #42 stands at 0
SIRT5 inh result of #41 stands at 9

More results follow.
nr	SMILES	ARNT TACC3 PPI	miR-122 sensor	esBAF inh	Cneo AK release
51	Cc1ccc([C@H]2C(C(=O)O)=CC[C@@H](c3ccc(C)cc3)N2S(=O)(=O)c2ccccc2C)cc1	-8	9	-1	-1
52	O=C(Nc1cccc(-c2cnc3ccccc3n2)c1)c1ccccc1	4	-11	.	-3
53	O=C(C[C@@H]1CC[C@H](NC(=O)C2CCOCC2)[C@@H](CO)O1)Nc1nccs1	3	.	1	40
54	O=C(O)C[C@@H]1C=C[C@H](NC(=O)Nc2cc(F)ccc2F)[C@@H](CO)O1	-17	.	4	42
55	COc1ccc(-c2cnc3c(c2)C(=O)N([C@H](C)CO)C[C@H](C)[C@H](CN(C)Cc2ccc4c(c2)OCO4)O3)cc1	8	0[16.7 µM]	-1	1
56	COc1ccccc1CNC(=O)C[C@H]1C=C[C@H](NC(=O)CC2CC2)[C@@H](CO)O1	-6	.	2	-3
57	CCC(C(=O)Nc1ccc(S(=O)(=O)N(C)C2CCN(C)CC2)cc1)c1ccccc1 (stereo not drawn)	-5	-6	7	-1
58	C[C@H](CO)N1C[C@H](C)[C@H](CN(C)Cc2cccc(C(=O)O)c2)Oc2cc(C3=CCCCC3)ccc2S1(=O)=O	-3	6[16.7 µM]	2	-2
59	CCCCn1c(SCc2nc3ccccc3s2)nc2ccccc2c1=O	2	4	.	-1
60	COc1ccc(NC(C)c2ccccc2)cc1 (stereo not drawn)	26	.	.	.

nr	ERp5 block	C2C12 statin	SIRT5 inh
51	-2	7	.
52	.	.	.
53	0	-7	3
54	-4	0	3
55	9	13	-1
56	-7	-2	-2
57	.	-9	-2
58	-5	11	-3
59	.	.	.
60	-1	.	-1

New compounds follow
nr	SMILES	ARNT TACC3 PPI	miR-122 sensor	esBAF inh	Cneo AK release
61	COc1ccc(Nc2c3c(nc4ccccc24)CCC3)cc1	25	5	-2	1
62	CCC(NS(=O)(=O)c1ccc(OC)cc1)C(=O)NCCC1=CCCCC1 (stereo not drawn)	2	.	4	2
63	Cc1ccc(S(=O)(=O)N(C)C[C@@H]2Oc3ccc(NS(=O)(=O)c4ccccc4)cc3CC(=O)N([C@@H](C)CO)C[C@@H]2C)cc1	0	27[16.7 µM]	0	1
64	Cc1ccc(CN2CC(N3CC=CC3)CS2(=O)=O)cc1 (stereo not drawn)	.	3	-1	0
65	CCC(C)c1nc2ccsc2c(N2CCOC2=O)c1-c1ccccc1 (stereo not drawn)	-4	-1	-7	1
66	NC(c1cccc(F)c1)c1nc(-c2ccc(Cl)cc2)cs1 (stereo not drawn)	.	5	8	-2
67	COc1ccc(NC(=O)C2CCN(c3nc(C)cc(C)n3)CC2)cc1	-6	-4	-3	2

nr	ERp5 block	C2C12 statin	SIRT5 inh
61	4	-25	6
62	1	22	-3
63	-7	24	1
64	-2	5	-7
65	6	-25	0
66	-1	4	0
67	.	4	.
